MPTP block: blocks calcium-induced mitochondrial swelling; isolated mouse mitochondria, Ca2+ swelling absorbance, 30 min; inhibition, % at 10 µM; hit rate 1.4% among 360,000; AID 602449;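 active = inhibition of 50% or more, scaled per plate between neutral and stimulator controls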;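 note: 0% = DMSO wells given calcium and 100% = 1 mM EGTA wells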
NR3A LBD binder: NR3A (human) ligand-binding domain modulation; AID 1259313; NR3A LBD differential scanning fluorimetry, Tm shift; 0% = protein alone, 100% = glycine-bound protein; Tm shift relative to glycine control, % at 25 µM; hit rate 2.5% among 340,000;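 active = melting temperature shift of at least 10% of the positive control shift, at one fixed dose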
* marks the source's active call; other numbers are inactive results. Some of the compounds tested (hit frequency here may not be typical).

1: CN1CCC(c2c[nH]c3ccc(O)cc23)CC1
2: O=C1NC2C(=CC(O)C(O)C2O)c2cc3c(c(O)c21)OCO3 (configuration not stated)
3: C[C@]12C=CC(=O)C=C1CC[C@@H]1[C@@H]2CC[C@]2(C)C(=O)CC[C@@H]12
4: CC(C)c1ccc(N2C(=O)NC(=O)/C(=C/C=C/c3ccco3)C2=O)cc1
5: Cc1ccccc1NC(=NCCCN1CC1)Nc1ccccc1C
6: Cc1cccc(N2CCC3(CC2)C(=O)NC(=O)NC3=O)c1
7: O=C(Cc1cc(=O)[nH]c(=O)[nH]1)N1CCN(CCO)CC1
8: COc1cc([N+](=O)[O-])c2nc(C)ccc2c1[N+](=O)[O-]
assay / compound,1,2,3,4,5,6,7,8
MPTP block,0.2,-0.2,-1.4,-0.1,0.2,-1.8,-0.7,0.9
NR3A LBD binder,-1,-4,-2,-4,-1,0,-4,4

9: CN1C(=O)/C(=C/c2ccc(Cl)s2)C(=O)NC1=S
10: C=C(C)CC1(CC)C(=O)NC(=S)NC1=O
11: CCOP(=S)(OCC)Oc1cc(C)nc(C(C)C)n1
12: CCC1(CC(C)c2ccccc2)C(=O)NC(=O)NC1=O (configuration not stated)
13: CC1([N+](=O)[O-])COP(=O)(Nc2cccc(F)c2)OC1 (configuration not stated)
14: CN1C(=O)C[N+]([O-])=C(c2ccccc2)c2cc(Cl)ccc21
15: Oc1c(Cl)cccc1Cc1cc(Cl)cc(Cl)c1O
16: CSc1ncc(Br)c(N2CC2)n1
assay / compound,9,10,11,12,13,14,15,16
MPTP block,16,-1.7,-0.9,0.4,-1.4,-1.1,81*,-0.8
NR3A LBD binder,0,-3,-2,1,6,0,12*,2

17: CN(C)C(=S)SSC(=S)N(C)C
18: COc1ccc(C=C2C(=O)NC(=S)NC2=O)cc1OC
19: COc1cc2cc(C(=O)N3CC(COS(C)(=O)=O)c4ccc(O)cc43)[nH]c2c(OC)c1OC (configuration not stated)
20: CC1c2ccccc2-n2nncc2CN1CC1CCCCC1 (configuration not stated)
21: O=C(Cc1ccccc1)N1CCN(Cc2ccc(Cl)cc2)CC1
22: CCOc1ccc(N)cc1
23: CC(=O)OC(C)(C)/C=C/C(=O)[C@](C)(O)[C@H]1[C@H](O)C[C@@]2(C)[C@@H]3CC=C4[C@H](C[C@H](O)C(=O)C4(C)C)[C@]3(C)C(=O)C[C@]12C
24: CC1(C)CC2CCC(O)C2C(CCO)N1 (configuration not stated)
25: CC(CC(C)(C)N1CC1)=NO
assay / compound,17,18,19,20,21,22,23,24,25
MPTP block,0.2,-2.4,0.6,-1.3,0.4,-0.2,-2.5,-0.5,-1.0
NR3A LBD binder,19*,2,-1,-3,-1,0,-4,2,2

As entered above:
Under MPTP block, `CC1c2ccccc2-n2nncc2CN1CC1CCCCC1` (configuration not stated) reads -1.3
Under NR3A LBD binder, `COc1cc2cc(C(=O)N3CC(COS(C)(=O)=O)c4ccc(O)cc43)[nH]c2c(OC)c1OC` (configuration not stated) reads -1
Under NR3A LBD binder, `CC(=O)OC(C)(C)/C=C/C(=O)[C@](C)(O)[C@H]1[C@H](O)C[C@@]2(C)[C@@H]3CC=C4[C@H](C[C@H](O)C(=O)C4(C)C)[C@]3(C)C(=O)C[C@]12C` reads -4
Under MPTP block, `CN(C)C(=S)SSC(=S)N(C)C` reads 0.2
Under MPTP block, `CC1(C)CC2CCC(O)C2C(CCO)N1` (configuration not stated) reads -0.5

Compounds above containing an NH in an aromatic ring:
1: CN1CCC(c2c[nH]c3ccc(O)cc23)CC1
7: O=C(Cc1cc(=O)[nH]c(=O)[nH]1)N1CCN(CCO)CC1
19: COc1cc2cc(C(=O)N3CC(COS(C)(=O)=O)c4ccc(O)cc43)[nH]c2c(OC)c1OC (configuration not stated)
assay / compound,1,7,19
MPTP block,0.2,-0.7,0.6
NR3A LBD binder,-1,-4,-1

Bioassay records from PubChem.
